S3 lipid droplet: qHTS Assay for Lipid Storage Modulators in Drosophila S3 Cells; Drosophila S3 cells, BODIPY lipid droplet fluorescence, 18-24 h; cells fed with added oleic acid; lipid storage change, negative = inhibition, % at the top dose, mostly 46.1 µM; hits show Potency in µM; 320,000 tested, 0.64% active; AID 2685; active = well fitted inhibition curve with a large enough effect in the signal ratio, with a control signal flat, not every such curve was filed as active; inconclusive = small, poorly fitted or top-dose-only effect, or effect the other way, or a change in a side signal; the % refers to the signal ratio
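Drosophila S3 cells got compounds at several concentrations plus oleic acid (400 uM solution). Laser-scanning cytometry with 488 nm excitation read lipid droplets at 500-530 nm and cells at 575-640 nm. Percent activity was relative to 20 uM Triacsin C.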
S3 lipid droplet cell count max: second read-out of S3 lipid droplet, no call of its own (marks repeat the call); cell number change, %; measured here: cell count max response;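 cells counted by Cell Tracker Red CMTPX staining in the red channel; peak over a dose series mostly up to 46.1 µM; percent activity relative to internal control wells on each plate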
The depositor's hits bear a star; i = inactive; ? = inconclusive; / = no result given. % is set by controls: 0 for no effect and ±100 for the full control effect; potency is the fitted concentration of half-maximal effect.

SMILES	S3 lipid droplet	S3 lipid droplet cell count max
O=C(c1cc(-c2ccccc2)nn1-c1ccccc1)N1CCN(S(=O)(=O)c2c(F)cccc2F)CC1	?	/
O=C(NCC(=O)N(CC1CCCO1)C(C(=O)NC1CCCC1)c1cccnc1)c1ccco1 (centres undefined)	?	/
Cc1ccc2c(CN3CCOCC3)cc(=O)oc2c1	9%	4
CN(C)C(CNC(=O)C1CCN(S(=O)(=O)c2cccc(Cl)c2Cl)CC1)c1ccccc1 (centres undefined)	?	/
O=C(c1cccc2ccccc12)N1CCN=C1SCc1ccc([N+](=O)[O-])cc1	0%	-11
CCCN(CCC)C(=S)NC1CC2C=CC1C2 (centres undefined)	?	/
CCOC(=O)C1(CC2CCCCO2)CCN(Cc2nc(C(C)C)cs2)CC1 (centres undefined)	?	/
COc1ccccc1NC(=O)CSc1nc2nccnc2c(=O)n1Cc1cccs1	?	/
COc1ccccc1N1CCN(C(=O)CCCn2nc(C)c([N+](=O)[O-])c2C)CC1	4%	9
O=C(NCCOC(=O)c1ccccc1)c1ccccc1	?	/
CC(=O)c1cccc(-n2c(CCC(=O)O)ccc2-c2ccc(C)cc2)c1	-2%	9
COc1ccc(-c2c(C#Cc3ccsc3)c3cc(-c4ccc(OC)c(F)c4)ccc3n2C)cc1	11%	/
CN(CC(=O)Nc1ccc(Cl)cc1)CC(=O)Nc1ccc(C(N)=O)cc1	0%	-11
CC(C(N)=O)N1C(=O)c2cccc3cccc1c23 (centres undefined)	i	23
O=C(NCCN1CCOCC1)c1ccc(Cl)c(Cl)c1	?	/
O=C(Nc1ccc(NC(=O)C2CCCCC2)nc1)c1cccc(F)c1	i	21
CC(NC(=O)c1cc2c(s1)CS(=O)(=O)C2)c1ccccc1 (centres undefined)	?	/
COC(=O)C(C)Oc1ccc(-c2nccc(-c3ccccn3)n2)cc1 (centres undefined)	?	/
N#Cc1cc2c(nc1SCC(=O)Nc1sc3c(c1C#N)CCC3)CCCCC2	?	/
CC(C)CCC(=O)N1CCC(N2CCC(C(=O)NCc3ccccn3)CC2)CC1	?	/
Cc1occc1C(=O)Nc1cc(=O)n(C)c(=O)n1C	i	0
COc1ccc(N(C)C(=O)CC2(CC(=O)O)CCCCC2)cc1	?	/
Cc1ccc(N/C(CSC(N)=O)=N\S(=O)(=O)c2ccc(C)cc2)cc1	?	/
COc1ccc(S(=O)(=O)N(C)CC(=O)N2CCN(C)CC2)cc1C	i	/
COC(=O)c1ccc(Sc2ccccc2NS(=O)(=O)c2ccc(OC)cc2)nc1	?	/
CC(C)c1nc(SCC(=O)Nc2ccc(C(=O)O)cc2)c2c3c(sc2n1)CCCC3	?	/
Cc1cc(OCCN2CC(C)OC(C)C2)ccc1[N+](=O)[O-] (centres undefined)	-4%	14
COc1ccc(Cc2nnc(NS(=O)(=O)c3ccc([N+](=O)[O-])cc3)s2)cc1	i	17
O=C(O)CN1CCN(Cc2ccccc2Cl)C1=O	?	/
COc1cccc(NC(=S)Nc2cccc3ccccc23)c1	?	/
Cc1ccc(-c2nn(-c3ccccc3)cc2CSC(=N)N)cc1	-17%	-20
O=C(Nc1ccc2oc(-c3ccncc3)nc2c1)c1ccc([N+](=O)[O-])o1	?	/
Cc1occc1C(=O)Nc1sc2c(c1C(N)=O)CCC(C(C)(C)C)C2 (centres undefined)	?	/
COC(=O)CSc1ncnc2c1cnn2Cc1ccccc1	?	/
O=C(COc1ccc(Br)cc1)NCCCN1CCCC1=O	7%	6
COc1cccc(-c2csc(N3CCN(C(=S)Nc4ccccc4C)CC3)n2)c1	22%	-1
N#CC1=C2SCN(Cc3ccco3)CN2C(=O)CC1c1ccccc1F (centres undefined)	15%	18
CC(C)(O)C#Cc1ccc(CN2CCC(n3nccc3NC(=O)C3CC3)CC2)cc1	?	/
COCCn1c(=O)[nH]c2cc(C(=O)NCCN3CCN(c4ccccc4F)CC3)ccc2c1=O	-1%	-8
Cc1nc(-c2ccccn2)sc1C(=O)O	?	/

Molecules shown so far containing a COOH group (5):
SMILES	S3 lipid droplet	S3 lipid droplet cell count max
CC(=O)c1cccc(-n2c(CCC(=O)O)ccc2-c2ccc(C)cc2)c1	-2%	9
COc1ccc(N(C)C(=O)CC2(CC(=O)O)CCCCC2)cc1	?	/
CC(C)c1nc(SCC(=O)Nc2ccc(C(=O)O)cc2)c2c3c(sc2n1)CCCC3	?	/
O=C(O)CN1CCN(Cc2ccccc2Cl)C1=O	?	/
Cc1nc(-c2ccccn2)sc1C(=O)O	?	/

The list continues.
SMILES	S3 lipid droplet	S3 lipid droplet cell count max
Cc1cc(C(=O)NCc2ccc(S(N)(=O)=O)cc2)ccc1[N+](=O)[O-]	?	/
CCn1c(=O)n(CC)c2cc(N3CCCC3)c(NC(=O)c3ccccc3F)cc21	?	/
CCCCCCCOc1ccc(OC(=O)c2cccnc2)cc1	?	/
COc1cccc(C(=O)N(Cc2ccc(N(C)C)cc2)C2CCS(=O)(=O)C2)c1 (centres undefined)	12%	-2
O=C(Cc1cccc(C(F)(F)F)c1)N1CCCC1	?	/
CC(C)(C)c1ccc(C(=O)N/C(=C/c2cccs2)C(=O)NCc2ccco2)cc1	-10%	-7
CCOC(=O)c1c(C)c(C(=O)NCCN2CCOCC2)c(C)n1CC	?	/
CC(C)C(NC(=O)OCc1ccccc1)C(=O)NC1CCCCC1 (centres undefined)	?	/
CCc1ccc(C2CC(c3ccc(C)cc3)Nc3nc(N)nn32)cc1 (centres undefined)	?	/
Cc1ccc(-c2cc3nc(-c4ccccc4)cc(N)n3n2)cc1	?	/
COCCN(CC(=O)NC1CCCCC1)C(=O)CCCC(=O)Nc1ccccn1	-11%	/
CCOC(=O)N1CCN(Cc2cc(=O)oc3cc4c(cc23)CCC4)CC1	?	/
COCc1cc(C)nc(OCC(=O)N/N=C/c2cccc(OC)c2)c1C#N	14%	8
O=C(NCc1ccc2c(c1)OCO2)c1nc(S(=O)(=O)Cc2ccccc2)ncc1Cl	i	/
COc1ccc(NC(=O)c2cccc(NC(=O)c3ccco3)c2)c(OC)c1	?	/
O=C(C1CCN(S(=O)(=O)N2CCOCC2)CC1)N1CCN(Cc2ccccc2)CC1	-9%	0
COc1ccc([N+](=O)[O-])c(OC)c1C(=O)NC(=O)Nc1nc(C)cc(C)n1	0%	-6
CC(C)CC(c1nnnn1C(C)C)N1CCN(c2ccccc2)CC1 (centres undefined)	?	/
COc1cc(C2c3c(oc4ccc(Cl)cc4c3=O)C(=O)N2Cc2ccco2)cc(OC)c1OC (centres undefined)	?	/
CCc1ccc(N2CCN(C(=O)c3ccc4c(c3)OCO4)CC2)cc1	1%	18
COc1ccc(CN(C(C)=O)c2ccccc2C(=O)O)cc1	-12%	-17
COc1ccc(OC)c(-c2cc(C(=O)N3CCN(c4ncccn4)CC3)c3ccccc3n2)c1	-4%	-4
O=C(CSC1=NCCS1)Nc1ccc(S(=O)(=O)N2CCCCCC2)cc1	?	/
CCOc1ccc(S(=O)(=O)N2CCCC(C(=O)NCc3ccco3)C2)cc1 (centres undefined)	-2%	2
Cc1cccc(OCC(=O)NCc2ccc(F)cc2)c1	?	/
Cc1sc2c(c1C)C(=O)NC(c1cccc(O)c1)N2 (centres undefined)	?	/
CC1CCCN(C(=O)c2ccccc2OC2CCN(S(C)(=O)=O)CC2)C1 (centres undefined)	-27%	-26
O=C(CNC(=O)c1ccccc1Cl)Nc1ccncc1	?	/
Cn1cccc1-c1nc2ccc(NC(=O)c3ccccc3)cc2[nH]1	i	/
CCN(c1cccc(C)c1)S(=O)(=O)c1cc2c3c(c1)CCN3C(=O)CC2	25%	23
CC(=O)Nc1ccc(S(=O)(=O)NCc2nnnn2-c2ccc(F)cc2)cc1	19%	18
Cc1ccc(Cl)cc1-n1c(=O)cc(N2CCN(C(=O)c3ccco3)CC2)[nH]c1=O	6%	10
Cc1ccc(Cl)cc1NC(=O)Cn1cc2c(n1)CCCC2	?	/
Cc1ccc(N=Cc2c(O)n(C)c(=O)n(C)c2=O)nc1	1%	3
CCOC(=O)c1ccc(N2CCCCC2)c(NS(=O)(=O)c2ccc(C)cc2)c1	?	/
Cc1cc(=O)n2nc(N3CCC(C(=O)NCc4ccccc4)CC3)sc2n1	?	/
CCCNC(=O)c1ccc(N2CCC3(CC2)CC(c2cccc(Br)c2)=NO3)c(NC(=O)c2ccc(Br)cc2)c1	?	/
O=C(O)CCCN1C(=O)/C(=C/c2ccncc2)SC1=S	-2%	-13
CCOC(=O)CSc1ncnc2c1c(-c1ccccc1)cn2-c1ccc(OC)cc1	-19%	-9
Clc1nc2ccccc2cc1-c1nnn(-c2ccccc2)n1	-9%	11

Some values from the entries so far:
`COc1ccc(Cc2nnc(NS(=O)(=O)c3ccc([N+](=O)[O-])cc3)s2)cc1` in S3 lipid droplet cell count max shows 17
`COc1ccc(-c2c(C#Cc3ccsc3)c3cc(-c4ccc(OC)c(F)c4)ccc3n2C)cc1` in S3 lipid droplet shows 11%

Carrying on.
SMILES	S3 lipid droplet	S3 lipid droplet cell count max
c1ccc2c(c1)NC1(CCCCCC1)n1c-2nc2ccccc21	?	/
CCOc1ccc(-c2c(C(=O)N/N=C(\C)c3ccccc3OC)nnn2-c2nonc2N)cc1	-3%	6
Cc1ccc(C(=O)Nc2nccc(-c3cccs3)n2)cc1	13%	-14
CC1CCN(C(C(=O)Nc2ccc(C(C)C)cc2)c2ccc3c(c2)OCO3)CC1 (centres undefined)	?	/
CC(=O)C1=C(O)C(=O)N(c2ccc(O)cc2)C1c1cccc(F)c1 (centres undefined)	?	/
CC(=O)Cc1nsc(NC(=O)c2ccc(-c3cccc(Cl)c3)o2)n1	?	/
CCN(C(=O)COC(=O)c1cc(C)oc1C)c1c(N)n(Cc2ccccc2)c(=O)[nH]c1=O	?	/
CC(=O)c1ccc(Oc2nc(-c3cccnc3)nc3ccccc23)cc1	?	/
Cc1cccc(OCc2nc(C)cc(=O)[nH]2)c1	i	-8
CC(C)C1CC(c2ccccc2)(C(CN)CO)CCO1 (centres undefined)	-5%	8
CCc1cc2cccc(C)c2nc1SCC(=O)Nc1cc(C)on1	7%	16
Cc1cc(C)cc(C(=O)NCC(=O)OCC(=O)N2c3ccccc3NC(=O)C2(C)C)c1	?	/
COC(=O)[C@@]12CCCN1[C@H](c1ccc(-c3ccc(OC)cc3)c(OC)c1)[C@H]1C(=O)N(C)C(=O)[C@H]12	?	/
COc1ccc2c(c1)[C@H]1[C@H](CO2)[C@H](c2ccccc2)[C@]2(C)C(=O)N[C@H](C)C(=O)N12	?	/
CCn1c(SCC(=O)Nc2sc3c(c2C#N)CCCC3)nnc1-c1ccco1	?	/
Cc1ccc([N+](=O)[O-])cc1S(=O)(=O)Nc1cccc(-c2ccc(N3CCOCC3)nn2)c1	?	/
COc1ccc(-n2cc(-c3ccccc3)[n+]3c2CCCCC3)cc1	-18%	-23
CCc1ccc(-n2c(=O)c3c(C)c(C(=O)N(C)C)sc3n(CC(=O)NCc3ccco3)c2=O)cc1	?	/
O=C(O)c1ccc(N=Cc2nc(-c3ccco3)oc2O)cc1	?	/
CCn1c(C(C)NC(=O)c2ccc(Cl)cc2)n[nH]c1=S (centres undefined)	2%	11
CCOc1cccc(/C=N/N2C(C)CCCC2C)c1O (centres undefined)	?	/
O=C(C1=C[C@@H](C2CCCCC2)C[C@@H](OCc2ccc(CO)cc2)O1)N1CCN(Cc2ccc3c(c2)OCO3)CC1	?	/
CCOc1ccc(N(C)S(=O)(=O)c2ccc3[nH]cc(C(=O)NCCOC)c(=O)c3c2)cc1	?	/
Cc1ccc(-n2nc3ccc(NC(=O)/C=C/c4ccco4)cc3n2)cc1	26%	2
O=C(Nc1cccnc1)c1cccnc1Cl	-6%	12
CCCCn1nnnc1SCC(=O)c1cc(Cl)ccc1OC	?	/
Cc1ccc2nc3n(c(=O)c2c1)CCCCC3	6%	-11
CSc1ccccc1NC(=O)COc1nsnc1N1CCOCC1	?	/
NC(=S)N=Nc1c(O)n(Cc2ccc(F)cc2)c2ccccc12	9%	0
CCOc1ccc(CCNC(=O)CS(=O)(=O)Cc2nc(-c3ccc(OC)cc3)oc2C)cc1	i	9
O=C(/C=C/c1ccc([N+](=O)[O-])cc1)NCc1ccco1	-2%	-1
Cn1cnnc1SCC(=O)Nc1ccccc1F	?	/
O=C1CCCN2N=C(SCC(=O)Nc3ccc(Br)cc3)SC2=N1	i	0
CCCCNC(=O)c1cc2c(=O)n3cccc(C)c3nc2s1	19%	7
CCCCc1nc2ccccc2[nH]1	?	/
Cc1cc(C)nc(NN2C(=O)/C(=C/c3ccccc3)SC2=S)n1	-8%	13
COC(=O)/C=C/c1ccc(-n2ccnc2)cc1	13%	28
CN(Cc1c(C(=O)N/N=C/c2ccccc2)nnn1-c1nonc1N)c1ccccc1	4.6µM*	-11*
CNC(=O)C1=NCCCc2cc(OC)c(OC)cc21	-15%	-9
O=C(N/N=C/c1cc(Br)c(O)c(Br)c1)c1cccnc1	?	/
COc1ccccc1CNC(=O)CN1C(=O)NC(C)(c2ccc(C(C)(C)C)cc2)C1=O (centres undefined)	?	/
CNC(=O)c1ccccc1F	?	/

Four consecutive entries already listed, for reference:
SMILES	S3 lipid droplet	S3 lipid droplet cell count max
CCOc1cccc(/C=N/N2C(C)CCCC2C)c1O (centres undefined)	?	/
O=C(C1=C[C@@H](C2CCCCC2)C[C@@H](OCc2ccc(CO)cc2)O1)N1CCN(Cc2ccc3c(c2)OCO3)CC1	?	/
CCOc1ccc(N(C)S(=O)(=O)c2ccc3[nH]cc(C(=O)NCCOC)c(=O)c3c2)cc1	?	/
Cc1ccc(-n2nc3ccc(NC(=O)/C=C/c4ccco4)cc3n2)cc1	26%	2

The list is partial. The share of hits here may be higher or lower than overall.
